# PGC1a acetyl inh: inhibitors of PGC1a acetylation signal, primary screen, cell-based, U2OS, AlphaScreen, inhibitor mode; actives 0.17% (n = 350,000); AlphaScreen anti-acetyl-lysine; with virally co-expressed GCN5 acetyltransferase; AID 651687, 2012; inhibition, % at 15.6 µM;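 active = every replicate shows inhibition of at least 40%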;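 note: 0% = neutral control wells and 100% = positive control wells; some results beyond the cut were filed as inactive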
# PglD inh: C. jejuni PglD acetyltransferase inhibitors, primary screen, biochemical, DTNB colorimetric, single point; UDP-N-acetylbacillosamine N-acetyltransferase PglD (Campylobacter jejuni); purified PglD enzyme, DTNB colorimetric CoA detection; inhibition, % at 12.5 µM; actives 0.098% (n = 360,000); AID 602405, 2012; in the data active = inhibition above about 16%, passing the limit was not always enough; note: strong numbers were not always called active
# Cneo AK release: Cryptococcus neoformans cell lysis inducers, primary screen, AK release luminescence, single concentration; C. neoformans lysis, adenylate kinase release luminescence, 4 h; normalised: neutral wells 0, clomiphene wells 100; lysis activity, % at 15 µM; actives 0.2% (n = 360,000); AID 651654, 2012;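 active = mean lysis activity across replicates of at least 80%, whatever share of replicates individually reach that level; inactive = mean lysis activity below 80%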
#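 Material: C. neoformans cells | Amount: Yeast cell density of 5 × 10^6 cells/mL | Medium: Fresh YPD growth medium | Dosing: Single dose | Times: Static 4 h at 37 °C with compound, 1 h detection | Detection: AK luminescence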
# miR122 inh: miR-122 Renilla sensor signal increase in Huh7, primary screen, miR-122 inhibitor project, cell-based, single point, plate reader; Huh7 miR-122 Renilla luciferase sensor, 48 h; neutral wells = 0, positive control = 100; actives 0.3% (n = 340,000); activation (reporter increase), % at 12.5 µM;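 active = mean replicate activation score at least 90 and every replicate individually at or above 90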;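 note: higher luciferase means less miR-122 activity so hits act as miR-122 inhibitors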
# ERAP1 inh: human ERAP1 aminopeptidase inhibitors, primary screen, biochemical, single point, plate reader; Endoplasmic reticulum aminopeptidase 1 (Homo sapiens), Q9NZ08; recombinant ERAP1, Leu-AMC fluorescence, 60 min; inhibition, % at 10.7 µM; actives 0.15% (n = 340,000); AID 652197, 2013;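 active = mean replicate inhibition of at least 30%, or all replicates individually reaching that 30% level; inactive = mean below 30% and not every replicate reaching it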;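 note: 0% = neutral control wells and 100% = L-leucinethiol positive control wells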
# Target sequence (Q9NZ08 whole entry, looked up): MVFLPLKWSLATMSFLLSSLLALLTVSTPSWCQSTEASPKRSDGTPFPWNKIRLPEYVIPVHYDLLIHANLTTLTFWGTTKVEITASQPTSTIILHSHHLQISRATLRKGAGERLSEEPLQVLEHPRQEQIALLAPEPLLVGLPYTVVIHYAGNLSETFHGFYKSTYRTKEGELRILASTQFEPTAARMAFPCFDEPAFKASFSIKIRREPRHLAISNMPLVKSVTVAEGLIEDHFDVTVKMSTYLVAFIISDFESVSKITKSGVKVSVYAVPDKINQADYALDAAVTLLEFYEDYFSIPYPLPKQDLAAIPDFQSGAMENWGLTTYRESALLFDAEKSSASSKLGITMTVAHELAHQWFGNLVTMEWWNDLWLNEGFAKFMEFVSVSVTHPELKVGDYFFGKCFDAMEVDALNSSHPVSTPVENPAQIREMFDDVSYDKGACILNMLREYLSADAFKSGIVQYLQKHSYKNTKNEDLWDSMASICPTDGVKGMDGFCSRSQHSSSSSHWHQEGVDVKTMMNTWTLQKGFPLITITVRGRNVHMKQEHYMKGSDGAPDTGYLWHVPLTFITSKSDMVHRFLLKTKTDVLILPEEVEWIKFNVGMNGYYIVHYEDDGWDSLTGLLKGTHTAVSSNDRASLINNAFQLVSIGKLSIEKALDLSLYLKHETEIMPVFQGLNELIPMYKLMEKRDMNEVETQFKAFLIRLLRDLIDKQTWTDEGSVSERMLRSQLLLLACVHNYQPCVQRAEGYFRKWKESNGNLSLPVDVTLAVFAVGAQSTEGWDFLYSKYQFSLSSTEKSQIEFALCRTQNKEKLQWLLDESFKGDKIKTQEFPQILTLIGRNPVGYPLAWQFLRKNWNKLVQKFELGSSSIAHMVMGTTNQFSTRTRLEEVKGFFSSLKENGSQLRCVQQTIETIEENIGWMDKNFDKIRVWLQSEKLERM
# RAD52 inh: RAD52 DNA annealing inhibitors, primary screen, biochemical, FRET, single point, set 2 | DNA repair protein RAD52 homolog (Homo sapiens), P43351 | recombinant RAD52 DNA annealing, FRET fluorescence | inhibition, % at 18.7 µM | actives 0.46% (n = 360,000);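 active = every replicate showing at least 50% inhibition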
# E-sel inducer: E-selectin induction in HUVECs, primary screen, imaging, HUVEC, immunofluorescence imaging, single point; normalized: neutral wells 0, TNF-alpha wells 100; activation, % at 7.58 µM; actives 0.37% (n = 260,000); P16581;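 active = mean E-selectin-positive cell signal at least 10% of the positive control, reached in at least 60% of replicates, without over 20% cell loss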;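 note: in these data hits start at about 27%; measured in HUVEC primary endothelial cells; signal is the percent of cells scored E-selectin positive by PE staining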
#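 Test system – human umbilical vein endothelial cells (HUVEC), E-selectin induction · Input – 3,000 HUVEC seeded per well · Buffer or medium – EGM-2, gelatin · Compound dosing – single-point compound dose · Detection – immunofluorescence imaging · Measure – percent E-selectin-positive cells · Controls – TNF-alpha high, DMSO low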
# RAD54 inh: inhibitors of human RAD54 branch migration, primary screen, biochemical, fluorescence, single point; RAD54 Holliday junction branch migration, FAM/BHQ fluorescence; DNA repair and recombination protein RAD54-like (Homo sapiens), Q92698; actives 0.14% (n = 360,000); inhibition, % at 10.4 µM; AID 602329, 2012;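 active = mean normalized replicate activity at least 40 and at least half of replicates scoring 40 or more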;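 note: 0% = median of neutral control wells and 100% = median of positive control wells; inhibitors cause a drop in the FAM fluorescence signal; in these data hits start at about 50%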
# Numbers without * were called inactive; x = not tested or not shown; & = joins results of further samples; [ ] = remark or other dose.
SMILES,PGC1a acetyl inh,PglD inh,Cneo AK release,miR122 inh,ERAP1 inh,RAD52 inh,E-sel inducer,RAD54 inh
C[C@@H]1CN([C@H](C)CO)C(=O)c2cc(NS(=O)(=O)c3cn(C)cn3)ccc2O[C@@H](C)CCCCO[C@@H]1CN(C)Cc1ccccc1,-2,3,-12,11[16.7 µM],6,-9,-0.1,-1
CS(=O)(=O)N1CCCC(C(=O)NCc2ccc(F)cc2)C1 (stereo not given),-6,-3,0,-2,x,x,x,-4
COc1ccc(CN2C[C@H](O)COC[C@H]3O[C@@H](CC(=O)NCc4ccccc4Cl)CC[C@@H]32)cc1,3,-2,-2,2[16.7 µM],-2,26,0.0,-4
C[C@@]12CCC[C@@](C)(C(=O)O)C1CC[C@@]13C[C@@H](NCc4ccccc4)[C@@](C)(CCC12)C3 (stereo not given in full),3,-4,9,-4,-3,9,0.0,0
C[C@@H]1CN([C@@H](C)CO)C(=O)c2ccccc2-c2ccccc2CO[C@H]1CN(C)C(=O)CCN(C)C,9,1,-1,x,-1,11,-0.1,10
CCn1nnnc1SCC(=O)Nc1nnc(C(C)C)s1,-4,-10,1,-36,x,x,x,-1
CCCC(=O)Nc1ccc2c(c1)C(=O)N(C)[C@H]1CC[C@@H](CC(=O)NCCOC)O[C@H]1CO2,24,-1,-5,-17[16.7 µM],x,x,0.3,-4
Cn1c(CCNC(=O)c2cccs2)nnc1SCC(=O)Nc1nc(-c2ccccc2)cs1,x,-1,-1,-6,3,-12,x,-2
O=C(O)c1ccc(OS(=O)(=O)c2ccc(Cl)s2)cc1,x,0,2,-2,-2,-20,-0.4,1
COc1oc(C(=O)NC2CCCCC2)c(-c2ccc(Cl)cc2)c1S(=O)(=O)c1ccccc1,2,x,x,-5,-3,-13,0.4,x
C[C@@H](O)C#Cc1ccc([C@@H]2[C@@H](CO)N3CCCCN(C(=O)c4ccncc4)C[C@@H]23)cc1,-7,7,-1,-3[16.7 µM],3,-13,0.9,-12
Cc1noc(C)c1COC(=O)c1ccc(S(=O)(=O)N2CCCCC2)cc1,0,2,-2,-5,-2,-2,3.9,10
Cc1noc(C)c1S(=O)(=O)Nc1ccc2c(c1)C(=O)N([C@@H](C)CO)C[C@@H](C)[C@H](CN(C)C(=O)c1ccccc1)OCCCC[C@@H](C)O2,1,12,1,-3[16.7 µM],2,-2,0.2,-1
CCCN1[C@H](C(=O)OC)[C@@H](CO)[C@@H]2Cn3c(ccc(C4=CCCC4)c3=O)[C@@H]21,-6,0,54,1[16.7 µM],11,-75,-0.2,-8
NC(=O)c1ccc(N2CCNC(=O)C2)c([N+](=O)[O-])c1,4,7,0,-4,0,-11,x,1
CCN(CC(=O)Nc1ccc(NC(C)=O)cc1)C(=O)/C=C/c1cn(-c2ccccc2)nc1-c1cccs1,x,1,-1,-7,-3,6,-1.1,7
Cc1ccc(-c2csc(NC(=O)C3=NN(C4CCS(=O)(=O)C4)C(=O)CC3)n2)cc1 (stereo not given),1,-5,-2,-4,x,-15,7.7,9
Cc1ccccc1NC(=S)N(Cc1ccccc1)Cc1cccs1,-43,x,x,1,3,-9,x,x
C=CCOC(=O)[C@H]1[C@@H]2C(=O)O[C@@H](c3ccccc3)[C@@H](c3ccccc3)N2[C@@H](c2ccc(OCCOC(=O)[C@@H]3C[C@@H]4C(=O)NCC(=O)N4[C@@H]3c3cccc(OCCO)c3)cc2)[C@]12C(=O)Nc1ccc(I)cc12,-1,2,-9,x,-3,-1,x,5
CC(c1nc2ccccc2c(=O)[nH]1)N1CCN(S(=O)(=O)c2ccc(F)c(Cl)c2)CC1 (stereo not given),x,-1,0,9,-1,-9,-1.3,4
CO[C@H]1CN(C)C(=O)c2ccc(NS(=O)(=O)c3ccccc3F)cc2OC[C@H](C)NC[C@H]1C,-2,1,0,x,x,-8,0.2,3
CO[C@@H]1CN(C)C(=O)c2cc(NC(=O)c3cnccn3)ccc2OC[C@@H](C)N(C)C[C@@H]1C,-7,-3,-1,12[16.7 µM],0,-11,0.5,3
c1ccc(C2CCCN(Cc3nc(CC4CC4)no3)CC2)cc1 (stereo not given),7,-3,-1,-2,-8,-18,x,-1
O=C(Nc1nccs1)[C@@H]1[C@@H](CO)[C@@H]2Cn3c(cccc3=O)[C@H]1N2C(=O)C1CC1,x,0,37,-6[16.7 µM],-2,4,-0.1,6

# Entries listed so far that have a COOH group:
SMILES,PGC1a acetyl inh,PglD inh,Cneo AK release,miR122 inh,ERAP1 inh,RAD52 inh,E-sel inducer,RAD54 inh
C[C@@]12CCC[C@@](C)(C(=O)O)C1CC[C@@]13C[C@@H](NCc4ccccc4)[C@@](C)(CCC12)C3 (stereo not given in full),3,-4,9,-4,-3,9,0.0,0
O=C(O)c1ccc(OS(=O)(=O)c2ccc(Cl)s2)cc1,x,0,2,-2,-2,-20,-0.4,1

# Going on with the list:
SMILES,PGC1a acetyl inh,PglD inh,Cneo AK release,miR122 inh,ERAP1 inh,RAD52 inh,E-sel inducer,RAD54 inh
COCCNC(=O)C1(C)CCN(C(=O)c2cc(C)nn2C(C)(C)C)C1 (stereo not given),-8,6,-2,-10,-3,-16,-0.2,-1
COc1ccc(NCc2nc3ccccc3n2CCOc2ccccc2)cc1,11,-6,-7,8,x,x,x,6
O=C(O/N=C1/CCCc2occc21)c1ccccc1,1,2,-15,-10,x,x,x,-5
COc1ccc(-c2nc3cccc(C)n3c2NCc2ccco2)cc1OC,9,-4,-5,16,x,x,x,3
Cc1cccc(C)c1OCC(=O)NCC1CCCO1 (stereo not given),2,0,1,4,0,-10,1.6,-5
N#CC1=C(N)C(C#N)(C#N)[C@H](c2ccsc2)[C@H]2COCC=C12,3,5,1,20,x,x,x,-17
COc1cc(/C=N\NC(=O)OC(C)(C)C)ccc1OC(=O)c1ccco1,0,x,x,1,-3,-2,x,x
CC1(C)C2C(Cl)(Cl)C2(C)c2ccccc2N1C=O (stereo not given),4,-2,0,-9,-1,-6,-0.3,3
CO[C@H]1CN(C)C(=O)c2cc(NC(C)=O)ccc2OC[C@@H](C)N(CCc2ccccc2)C[C@H]1C,14,0,-1,-5[16.7 µM],-3,-1,-0.3,1
COc1cccc(OCC(=O)NNC(=O)c2cccs2)c1,1,-4,-1,2,x,x,x,1
CC(C)C[C@@H](CN)NC(=O)c1nc[nH]c1C(=O)N[C@@H](Cc1ccccc1)C(=O)CNC[C@H](C)NC(=O)c1nc[nH]c1C(=O)N[C@@H](C)C(=O)O,-1,-3,1,-3,x,-14,0.0,-11
CC(=O)c1ccc(S(=O)(=O)N2CCN(C(=O)CSc3ccc(F)cc3)CC2)cc1,-7,2,13,-18,5,-3,0.1,1
COc1cccc(-c2cc(-c3cccnc3)c(C#N)c(N)n2)c1,-12,-5,-1,2,-6,-17,1.3,-20
COc1cc(C(=O)Nc2ccc3c(c2)OCCO3)c(-n2cnnn2)cc1OC,-3,6,2,5,x,x,x,-2
O=S(=O)(N[C@@H]1CC[C@H](CCn2cc(-c3cccnc3)nn2)O[C@@H]1CO)c1ccc(F)cc1,5,-1,-6,x,0,-4,2.2,-4
CC(C)NCc1c(O)c(Br)cc2oc3c(c12)CCCC3,-3,-3,-2,-9,x,x,x,-3
CCC(=O)N1C[C@H](O)COC[C@@H]2O[C@H](CC(=O)NCC3CCCCC3)CC[C@H]21,-1,2,-3,-1[16.7 µM],1,-21,0.0,-8
COc1cccc(NC(=O)CSc2nnc3c(n2)[nH]c2ccc(C)cc23)c1,x,-1,8,x,-4,4,x,12
CN1[C@@H]2Cn3c(ccc(-c4ccncc4)c3=O)[C@H]1[C@@H](C(=O)NCCc1ccccc1)[C@@H]2CO,x,3,-2,10[16.7 µM],2,2,0.2,4
O=c1cc(-c2ccccc2)nc(Cc2c(Cl)cccc2Cl)[nH]1,12,1,-1,0,2,-5,-0.1,0
Cc1cccc(NC(=O)CSc2nnc(NC(=O)CN3CCOCC3)s2)c1,-9,0,0,-2,x,x,x,-7
O=C(N[C@H]1CC[C@H](CCNS(=O)(=O)c2ccc(Cl)cc2)O[C@@H]1CO)c1cccc(F)c1,2,3,1,x,2,6&-2,0.1&-0.3,-14
COC(=O)Nc1nnc(-c2ccncc2)s1,-13,-6,0,3,x,x,x,6
Cc1cc(NCCCn2ccnc2)n2ncc(-c3ccc(Cl)cc3)c2n1,-9,8,-12,-4,x,x,x,7

# A few values from the entries so far.
# COc1ccc(CN2C[C@H](O)COC[C@H]3O[C@@H](CC(=O)NCc4ccccc4Cl)CC[C@@H]32)cc1 in RAD54 inh is listed with -4
# C[C@@H]1CN([C@@H](C)CO)C(=O)c2ccccc2-c2ccccc2CO[C@H]1CN(C)C(=O)CCN(C)C in RAD52 inh is listed with 11

# Carrying on.
SMILES,PGC1a acetyl inh,PglD inh,Cneo AK release,miR122 inh,ERAP1 inh,RAD52 inh,E-sel inducer,RAD54 inh
O=C(C[C@H]1CC[C@H]2NC[C@@H](O)COC[C@@H]2O1)NCCN1CCCCC1,4,2,-3,2[16.7 µM],x,x,-0.1,-3
CCOC(=O)[C@@H]1[C@H]2COc3cc(OC)ccc3[C@H]2N2C(=O)N(c3cccc(F)c3)C(=O)[C@@]12C,-27,-1,4,0,-1,-13,-0.1,7
CC(=O)Nc1ccc2c(c1)nc1n2CCN(C(C)c2ccccc2)C1 (stereo not given),-2,-1,0,-2,2,-5,1.2,-3
C[C@H](CO)N1C[C@H](C)[C@H](CN(C)Cc2ccc(Cl)c(Cl)c2)Oc2c(NS(=O)(=O)c3ccccc3)cccc2C1=O,-6,2,0,20[16.7 µM],0,-35,0.5,-4
CCOC(=O)Cc1csc(NC(=O)CC(C)(C)CC(=O)O)n1,7,-3,-2,-2,-2,-7,0.3,-7
O=C(Nc1cccc(-c2nc3cccnc3s2)c1)c1ccco1,-7,-6,-1,0,7,-15,x,1
Cc1ccc(NC(=O)COC(=O)CCc2c[nH]c3ccccc23)cc1,7,-4,0,-2,-2,-50,-0.3,0
Cc1ccc(C)c(NC(=S)N2CCN(S(C)(=O)=O)CC2)c1,9,-2,-1,-9,0,-2,-0.1,-1
CCOc1ccc(CNC(=O)CCCn2ccc3cc(S(=O)(=O)N4CCCC4)ccc32)cc1,-5,-5,2,2,0,8,x,12
CC(SCC(=O)Nc1ccccc1Br)c1nc2ccccc2c(=O)[nH]1 (stereo not given),4,3,2,-1,4,-11,-0.4,-11
C/C=C/c1ccc([C@@H]2[C@H](CO)N[C@H]2CN(CC)C(=O)CN2CCOCC2)cc1,5,-4,-3,-25[16.7 µM],x,-5,-0.2,-4
CCOC(=O)CN1C(=O)N[C@@H](CCc2ccccc2)[C@H](C(=O)OC)[C@H]1C,x,5,-2,x,7,-5,-0.1,-4
CCOc1ccc(NC(=O)COc2ccc(-n3cnnn3)cc2)cc1,x,-8,1,x,-2,-4,x,8
C[C@H]1CN([C@@H](C)CO)C(=O)c2cc(NS(=O)(=O)c3ccc(Cl)cc3)ccc2O[C@@H]1CN(C)Cc1ccc2c(c1)OCO2,0,4,0,-2[16.7 µM],-1,-7,0.0,-2
CN(CC(=O)Nc1ccccc1Br)C(=O)C(Cc1ccccc1)NC(=O)c1ccccc1 (stereo not given),x,0,0,18,0,-3,x,-1

# Assay outcomes as filed in PubChem BioAssay.
